MEKK3 PB1 HTS: modulators (inhibitors or enhancers) of MEK5 binding to human MEKK3 PB1 domain | Q99759 | actives 1.4% (n = 290,000) | binding response (% of control), % at 10 µM | bead-based flow cytometry, Alexa488-MEK5 binding to MEKK3; actives lie on both sides; 0 = blocked by unlabeled MEK5, 100 = vehicle;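 active means binding response more than 3 SD above or below the average of its plate-row segment, actives on both sides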;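 further: Alexa488 bead fluorescence after subtracting the streptavidin-only scavenger bead signal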
VIM-2 inh: blocks Pseudomonas aeruginosa VIM-2 metallo-beta-lactamase | AID 1527 | purified VIM-2, nitrocefin hydrolysis, epi-absorbance fluorescence | actives 0.89% (n = 290,000) | inhibition, % at 5.6 µM;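 active means inhibition above the mean of all tested compounds plus 3 SD, cutoff set per screening run, cut at about 7.5% in these data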;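 further: red hydrolysis product quenches plate fluorescence so inhibitors raise well fluorescence; 0% = enzyme with DMSO and 100% = DMSO without enzyme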
IDE act: IDE (human) activation, cell-based | P14735 | HEK cells, FAbeta-B cleavage, fluorescence polarization; 0% vehicle, 100% cell-free pure enzyme wells | activation, % at 5.96 µM | actives 0.073% (n = 340,000) | AID 493087;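 active means activation above the mean of all tested compounds plus 3 SD, set per screening campaign, cut at about 17% in these data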
NS3 helicase inh: blocks Hepatitis C virus NS3 helicase unwinding; NS3 helicase DNA unwinding, Cy5 molecular beacon fluorescence; inhibition, % at 10.9 µM; actives 0.56% (n = 290,000); AID 1800;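 active means inhibition above the mean of all tested compounds plus 3 SD, set per campaign, cut at about 35% in these data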;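 further: 0% = DMSO wells and 100% = thioflavine S control wells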
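System: Hepatitis C virus NS3 helicase domain fragment enzyme | Reagent: Annealed dual-labelled DNA beacon duplex, ATP-started | Compound dosing: 10.9 µM single point, 0.8% DMSO | Incubation: 1 h reaction at 25 °C, ATP-initiated | Technique: Cy5 fluorescence | Evaluation: Percent inhibition from t60/t0 fluorescence ratio | Benchmarks: Low DMSO, high thioflavine S at 110 µM | Replication: Singlicate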
IMP-1 inh: inhibitors of Pseudomonas aeruginosa IMP-1 metallo-beta-lactamase | actives 0.45% (n = 290,000) | inhibition, % at 5.6 µM | purified IMP-1, nitrocefin hydrolysis, epi-absorbance fluorescence | AID 1556;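 active means inhibition above the mean plus 3 SD of all compounds in the same screening run, cut at about 4.5% in these data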;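 further: 0% = IMP-1 with DMSO and 100% = DMSO wells lacking enzyme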
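System: purified IMP-1 / Input: IMP-1 dispensed at 0.2 nM / Medium: 50 mM HEPES pH 7.1, 50 µM ZnSO4, 0.05% Brij 35 / Timing: 15 min enzyme–compound preincubation, then 25 min nitrocefin reaction, 25 °C / Technique: plate fluorescence quenching by hydrolysis product, ex 480/em 530 nm / Repeats: singlicate testing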
DNA FID counter: counter-screen for HCV NS3 helicase inhibitors: DNA intercalator displacement; DNA fluorescent intercalator displacement, fluorescence; actives 0.17% (n = 290,000); inhibition, % at 7.9 µM; in the data active means inhibition above about 37%;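 further: 0% = vehicle and 100% = reference compound; higher means more ethidium bromide displaced from hairpin DNA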
SUMO HTRF inh: blocks human SUMOylation mediated by UBC9. P63279. HTRF SUMOylation assay, SAE1/SAE2 + UBC9, in vitro. inhibition, % at 35 µM. actives 0.36% (n = 290,000). AID 2006; in the data active means inhibition above about 50%, passing the limit was not always enough; further: strong numbers were not always called active
PHOSPHO1 block: PHOSPHO1 (human) inhibition; inhibition, % at 13.3 µM; AID 1565; recombinant PHOSPHO1, absorbance phosphatase assay; Q8TCT1; actives 1.1% (n = 290,000); in the data active means inhibition above about 60%
p-CIP stab down: compounds decreasing mouse p/CIP protein stability; actives 0.01% (n = 290,000); decrease of EGFP signal, % at 10 µM; Q05BA5; F442A p/CIP-EGFP cells, EGFP fluorescence, 16 h;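 active means EGFP signal decrease of at least 30% at 10 µM or well 3 SD below plate mean, unless failing retest; inactive means the rest, including hits failing retest or dose response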; further: some compounds called inactive have numbers as strong as hits; many of its hits are not listed in these tables
Target sequence (Q05BA5 1-1403): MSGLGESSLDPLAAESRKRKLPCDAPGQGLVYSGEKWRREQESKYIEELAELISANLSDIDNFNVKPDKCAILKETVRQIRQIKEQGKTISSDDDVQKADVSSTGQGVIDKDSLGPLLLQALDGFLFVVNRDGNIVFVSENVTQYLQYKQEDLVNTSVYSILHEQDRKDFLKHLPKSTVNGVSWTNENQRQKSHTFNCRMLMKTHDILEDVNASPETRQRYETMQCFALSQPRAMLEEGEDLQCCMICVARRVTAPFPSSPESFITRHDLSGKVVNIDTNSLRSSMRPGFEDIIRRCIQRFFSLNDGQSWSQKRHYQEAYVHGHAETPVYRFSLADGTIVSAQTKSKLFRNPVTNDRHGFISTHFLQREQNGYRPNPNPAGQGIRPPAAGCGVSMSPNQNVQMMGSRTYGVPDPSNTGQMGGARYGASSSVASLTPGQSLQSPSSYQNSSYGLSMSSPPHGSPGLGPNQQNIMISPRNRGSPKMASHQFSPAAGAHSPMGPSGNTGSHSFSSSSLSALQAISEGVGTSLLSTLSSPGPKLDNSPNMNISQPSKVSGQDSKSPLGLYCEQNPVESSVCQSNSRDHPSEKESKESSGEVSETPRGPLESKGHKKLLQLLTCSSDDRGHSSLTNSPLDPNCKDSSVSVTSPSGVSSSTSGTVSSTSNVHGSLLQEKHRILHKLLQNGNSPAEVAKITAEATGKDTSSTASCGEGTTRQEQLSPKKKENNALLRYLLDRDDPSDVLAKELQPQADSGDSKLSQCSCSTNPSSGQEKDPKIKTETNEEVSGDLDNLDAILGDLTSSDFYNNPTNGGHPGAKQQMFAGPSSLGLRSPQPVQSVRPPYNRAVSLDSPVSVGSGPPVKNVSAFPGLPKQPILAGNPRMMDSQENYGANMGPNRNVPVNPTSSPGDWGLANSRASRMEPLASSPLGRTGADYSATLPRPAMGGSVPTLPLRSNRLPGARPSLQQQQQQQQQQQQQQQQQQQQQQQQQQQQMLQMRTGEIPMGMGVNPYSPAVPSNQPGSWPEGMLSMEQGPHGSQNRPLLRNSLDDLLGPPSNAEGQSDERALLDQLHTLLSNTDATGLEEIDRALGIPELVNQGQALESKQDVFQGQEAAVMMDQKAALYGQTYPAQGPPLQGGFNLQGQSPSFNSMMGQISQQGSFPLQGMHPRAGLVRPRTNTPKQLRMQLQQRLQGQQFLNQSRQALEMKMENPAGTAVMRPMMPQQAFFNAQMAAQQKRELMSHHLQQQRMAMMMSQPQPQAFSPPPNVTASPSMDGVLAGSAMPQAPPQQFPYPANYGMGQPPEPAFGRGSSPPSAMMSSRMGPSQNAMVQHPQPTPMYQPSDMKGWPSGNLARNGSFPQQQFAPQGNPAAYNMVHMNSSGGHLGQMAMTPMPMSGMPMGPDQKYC
An asterisk follows results filed as active; · = no result given.

nr	SMILES	MEKK3 PB1 HTS	VIM-2 inh	IDE act	NS3 helicase inh	IMP-1 inh
1	Cc1cc(N2CCCCC2)ccc1[N+](=O)[O-]	105	-0.6	4	-5	-1.6
2	CC(NC(=O)c1cnc2n(c1=O)CCS2)c1ccccc1 (stereo not given)	107	-2.1	-2	-5	-1.5
3	COc1ccccc1N=C1SC(C)CN1C(=O)C1CCC1 (stereo not given)	107	-0.9	·	-4	-1.2
4	COc1cc(/C=N/NC(=O)COc2c(C)cc([N+](=O)[O-])cc2C)ccc1OC(=O)c1ccccc1	101	-3.8	4	-19	-1.6
5	Nc1nc(-c2cccnc2)nn1C(=O)c1ccccc1Cl	99	-0.9	-3	4	-0.7
6	CC(=O)c1cccc(S(=O)(=O)N2CCC(C(=O)O)(c3ccccc3)CC2)c1	103	-3.0	1	10	-3.3
7	Cc1cc(C(F)(F)F)nc(SCCN2CCCCC2)c1C#N	107	-3.1	1	-3	-3.4
8	COCC(C)n1c(SCC(=O)NNC(=O)c2ccccc2)nc2ccccc2c1=O (stereo not given)	96	-2.8	0	3	1.6
9	O=C(Nc1ccc(F)cc1F)c1cc(-c2ccco2)on1	99	-1.8	3	-6	-2.4
10	Cc1cc(=O)[nH]c(SCc2nnnn2-c2ccc(Cl)cc2)n1	100	0.0	-2	0	-1.3
11	Cc1ccc(CN(CC(=O)NCc2ccc3c(c2)OCO3)C(=O)c2csnn2)cc1	101	-2.1	3	-2	-1.4
12	CS(=O)(=O)N(CC(=O)Nc1cccc(Cl)c1)c1ccccc1Cl	104	-4.0	-3	4	-1.9
13	COc1ccc(/C=C/C(=O)OCC(=O)Nc2c(C)cccc2C)cc1	102	-0.6	1	-4	-0.3
14	Cn1nc(C(=O)OCC(=O)Nc2sccc2C(N)=O)c2ccccc2c1=O	98	-2.4	4	4	-2.6
15	CCC(Sc1nncn1C)C(=O)Nc1nnc(-c2ccccc2Cl)s1 (stereo not given)	100	-2.1	-4	0	-1.4

nr	DNA FID counter	SUMO HTRF inh	PHOSPHO1 block	p-CIP stab down
1	3	8	-21	-7
2	-4	32	32	3
3	4	11	0	-6
4	-14	-12	33	-2
5	3	10	-8	1
6	-20	18	32	-7
7	-2	0	56	-5
8	-10	18	15	-23
9	-4	13	1	-9
10	-1	3	-24	1
11	-29	-4	26	-3
12	-10	0	-2	-1
13	-7	10	-5	6
14	-6	21	16	-12
15	-28	12	33	-1

nr	SMILES	MEKK3 PB1 HTS	VIM-2 inh	IDE act	NS3 helicase inh	IMP-1 inh
16	COc1ccc(C2N(c3ccccc3)C(=O)C2(F)F)cc1OC (stereo not given)	103	-2.6	4	-8	-3.4
17	C=CCOc1c(OC)cc(Cl)cc1C1NC(=O)NC(C)=C1C(C)=O (stereo not given)	101	1.2	6	2	-1.4
18	Cc1sc2ncnc(NCC(c3ccco3)N(C)C)c2c1C (stereo not given)	94	3.1	4	-3	-1.4
19	CCOCC(=O)Nc1cc([N+](=O)[O-])ccc1OC	95	-0.9	-2	-3	-1.9
20	O=C(CCN1C(=O)C2CC=CCC2C1=O)Nc1ccccc1Cl (stereo not given)	104	-1.8	0	-2	-0.5
21	CN(C(=O)COC(=O)c1c[nH]c(=O)[nH]c1=O)C1CCCCC1	94	-0.8	1	1	-0.6
22	CCCSc1nc2cc(C)c(C)cc2n1CC(O)CO (stereo not given)	113	-4.9	5	15	-2.3
23	COc1cccc(C(=O)Nc2ccc3c(c2)n(C)c(=O)n3C)c1	101	-0.9	-7	7	-1.4
24	O=c1[nH]c(=O)n(Cc2ccccc2)c2nc(-c3ccc(C(F)(F)F)cc3)n(CCO)c12	105	-3.6	1	-9	-3.1
25	O=c1oc2ccccc2c2c1ncn2CCN1CCOCC1	98	-1.5	4	-3	-1.5
26	Cc1cccc(CN2C(=O)/C(=C\c3ccc(C(=O)NCCCN4CCN(C)CC4)cc3)Oc3ccccc32)c1	105	0.3	3	-73	0.6
27	Cc1cc(=O)oc2c(CN3CCCC3)c(O)ccc12	102	-1.4	4	15	-1.1
28	N/C(=N\OC(=O)CCCCCN1C(=O)c2ccccc2C1=O)c1ccccc1	95	-1.3	2	-4	-0.7
29	COc1ccc(/C=N/NC(=S)NC2CCS(=O)(=O)C2)cc1 (stereo not given)	100	1.6	0	-10	-0.8
30	O=C(NCc1cccs1)C1CCC(=O)N1C1CCCCC1 (stereo not given)	99	-2.5	4	-4	0.2

nr	DNA FID counter	SUMO HTRF inh	PHOSPHO1 block	p-CIP stab down
16	-16	0	27	1
17	-7	-2	-3	4
18	12	·	·	·
19	2	12	46	2
20	-8	5	32	-6
21	3	19	8	-28
22	-8	12	36	7
23	-4	15	·	25
24	-31	18	8	-11
25	-4	16	18	-11
26	30	23	6	-10
27	-3	30	42	5
28	-3	-11	44	-2
29	4	16	-15	-4
30	-2	4	32	-10

nr	SMILES	MEKK3 PB1 HTS	VIM-2 inh	IDE act	NS3 helicase inh	IMP-1 inh
31	COc1cc(C(=O)OCc2ccc([N+](=O)[O-])cc2)cc(OC)c1OC	96	-0.7	1	-7	-1.4
32	COc1ccc(C(=O)NN/C(C)=C/C(=O)c2ccccc2)cc1	95	-2.1	3	19	-1.4
33	O=C(O)c1ccc(CNC(=O)C23CC4CC(CC(C4)C2)C3)cc1	102	-1.5	-1	-2	-2.0
34	Cc1nnc(NC(=O)CC(CN(C)S(=O)(=O)c2ccccc2)c2ccccc2)s1 (stereo not given)	107	0.0	-3	-6	-5.2
35	Cc1cc(CN(C)C)c(O)c(C2(C)CCCCC2)c1	102	-2.3	3	1	-1.2
36	C=CCN=C1SC(C)(C)C(=O)N1S(=O)(=O)c1ccc(C)cc1	88	3.0	-1	24	0.7
37	COc1ccc(CC2CCOC2=O)cc1 (stereo not given)	100	-2.1	2	-4	-2.3
38	O=C(/C=C/c1cccc(Cl)c1)c1nc2ccccc2[nH]1	103	-2.6	-8	-9	-2.8
39	COc1cccc(OC)c1C(=O)Nn1c(C2CCC2)nc2ccccc2c1=O	100	-3.5	0	2	-4.6
40	CC(C)CNC(=O)N[C@@H](CC(C)C)C(=O)O	98	-1.1	3	-4	-5.8
41	Cc1ccc(NC(=O)CSC2=C(C#N)C(c3ccco3)CC(=O)N2)cc1 (stereo not given)	95	-1.6	1	3	-1.9
42	Cc1cccc(N2C(=O)C3C4C=CC(C4)C3C2=O)c1 (stereo not given)	98	-1.3	3	0	-2.2
43	CCc1ccc(CN(C)C(=O)CCc2nnc(CCc3cccc(OC)c3)o2)nc1	98	-3.8	3	3	-2.9
44	CCCCCCSC1=C(C#N)C(c2ccccc2)CC(=O)N1 (stereo not given)	93	-1.4	7	-11	-1.6
45	COc1ccc(N2CCN(C(=O)CSc3nnc(-c4cccnc4)n3-c3ccccc3)CC2)cc1	101	-2.5	-2	12	-2.5

nr	DNA FID counter	SUMO HTRF inh	PHOSPHO1 block	p-CIP stab down
31	1	5	-30	5
32	-7	2	19	11
33	-3	7	11	-8
34	-29	20	-9	-4
35	2	-15	19	-3
36	-17	-5	-10	6
37	-3	11	-14	-10
38	4	-8	-8	-20
39	-2	-6	7	-18
40	-1	-3	8	-5
41	-8	22	19	-4
42	1	15	3	-7
43	-29	10	44	-8
44	-13	8	-25	-8
45	-32	14	27	-9

Compounds 36 to 45, reprinted for reference:
nr	SMILES	MEKK3 PB1 HTS	VIM-2 inh	IDE act	NS3 helicase inh	IMP-1 inh
36	C=CCN=C1SC(C)(C)C(=O)N1S(=O)(=O)c1ccc(C)cc1	88	3.0	-1	24	0.7
37	COc1ccc(CC2CCOC2=O)cc1 (stereo not given)	100	-2.1	2	-4	-2.3
38	O=C(/C=C/c1cccc(Cl)c1)c1nc2ccccc2[nH]1	103	-2.6	-8	-9	-2.8
39	COc1cccc(OC)c1C(=O)Nn1c(C2CCC2)nc2ccccc2c1=O	100	-3.5	0	2	-4.6
40	CC(C)CNC(=O)N[C@@H](CC(C)C)C(=O)O	98	-1.1	3	-4	-5.8
41	Cc1ccc(NC(=O)CSC2=C(C#N)C(c3ccco3)CC(=O)N2)cc1 (stereo not given)	95	-1.6	1	3	-1.9
42	Cc1cccc(N2C(=O)C3C4C=CC(C4)C3C2=O)c1 (stereo not given)	98	-1.3	3	0	-2.2
43	CCc1ccc(CN(C)C(=O)CCc2nnc(CCc3cccc(OC)c3)o2)nc1	98	-3.8	3	3	-2.9
44	CCCCCCSC1=C(C#N)C(c2ccccc2)CC(=O)N1 (stereo not given)	93	-1.4	7	-11	-1.6
45	COc1ccc(N2CCN(C(=O)CSc3nnc(-c4cccnc4)n3-c3ccccc3)CC2)cc1	101	-2.5	-2	12	-2.5

nr	DNA FID counter	SUMO HTRF inh	PHOSPHO1 block	p-CIP stab down
36	-17	-5	-10	6
37	-3	11	-14	-10
38	4	-8	-8	-20
39	-2	-6	7	-18
40	-1	-3	8	-5
41	-8	22	19	-4
42	1	15	3	-7
43	-29	10	44	-8
44	-13	8	-25	-8
45	-32	14	27	-9

Next section.
nr	SMILES	MEKK3 PB1 HTS	VIM-2 inh	IDE act	NS3 helicase inh	IMP-1 inh
46	Cc1ccc(S(=O)(=O)N2CCC(NC(=O)C3CCCCC3)CC2)cc1	99	-2.9	-3	-1	-2.3
47	COc1ncnc2c1NC(=O)CS2	102	0.5	4	3	-0.6
48	COc1cc(C2C(C#N)=C(C)NC3=C2C(=O)CC(C)(C)C3)ccc1OCCO (stereo not given)	105	-2.3	4	4	-2.2
49	COc1cc(-c2nnc(SCC(=O)N(C)C3CCS(=O)(=O)C3)o2)cc(OC)c1OC (stereo not given)	98	1.8	0	-4	-1.3
50	CCOC(=O)C1CCN(c2nc3ccccc3nc2C(C#N)C(=O)OC(C)C)CC1 (stereo not given)	102	-1.7	3	-7	-2.9
51	CC(=O)Nc1sc2c(c1CN1CCN(c3ccc(F)cc3)CC1)CCCC2	103	-1.2	0	-6	-1.9
52	CCOC(=O)C1(Cc2cccc(OC)c2)CCCN(Cc2c(C)nn(C(C)C)c2C)C1 (stereo not given)	107	0.3	4	-4	-3.2
53	COc1ccc(CCNC(=O)c2ccco2)cc1OC	98	-0.6	1	2	-0.2
54	CC1CN(Cc2ccccc2)c2nc3c(c(=O)n(CC(N)=O)c(=O)n3C)n2C1 (stereo not given)	101	3.5	7	6	-1.7

nr	DNA FID counter	SUMO HTRF inh	PHOSPHO1 block	p-CIP stab down
46	-7	12	6	-10
47	-2	6	-6	-2
48	-1	18	13	-7
49	-18	10	53	-15
50	-3	5	0	-1
51	-9	-22	-3	-8
52	-1	12	24	3
53	-2	-6	35	-10
54	-26	11	16	-10

Quoted from the listing:
Cc1ccc(S(=O)(=O)N2CCC(NC(=O)C3CCCCC3)CC2)cc1 – DNA FID counter = -7
CCOC(=O)C1(Cc2cccc(OC)c2)CCCN(Cc2c(C)nn(C(C)C)c2C)C1 (stereo not given) – VIM-2 inh = 0.3

High-throughput results deposited in PubChem BioAssay by several laboratories.

This is a subset; count on the stated rates, not on these rows.
